Rtt109 Vps75 = C. albicans Rtt109 histone acetyltransferase inhibition; actives 0.16% (n = 330,000); purified Rtt109/Vps75, ThioGlo CoA-SH fluorescence, 4 h; inhibition, % at 34.9 µM;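 active = inhibition of at least 50% in every replicate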
Target sequence (Q5AAJ8 whole entry, looked up): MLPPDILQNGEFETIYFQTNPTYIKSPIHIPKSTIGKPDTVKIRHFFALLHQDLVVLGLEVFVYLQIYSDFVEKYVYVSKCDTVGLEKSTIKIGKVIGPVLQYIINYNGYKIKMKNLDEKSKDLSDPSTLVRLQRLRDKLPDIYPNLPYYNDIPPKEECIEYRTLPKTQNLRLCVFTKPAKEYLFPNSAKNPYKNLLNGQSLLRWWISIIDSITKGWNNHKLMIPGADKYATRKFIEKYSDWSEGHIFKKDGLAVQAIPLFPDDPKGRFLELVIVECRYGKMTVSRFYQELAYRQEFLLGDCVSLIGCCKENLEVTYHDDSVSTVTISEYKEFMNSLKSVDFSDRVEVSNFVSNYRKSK
AddAB inh = less growth of phage-infected E. coli with AddAB; actives 0.29% (n = 330,000); inhibition, % at 11.9 µM; E. coli expressing H. pylori AddAB, absorbance growth; AID 435030; in the data active = inhibition above about 12%;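 also: 0% = vehicle wells of infected cells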
Wnt act = Wnt/beta-catenin pathway activation | Wnt/beta-catenin reporter cell assay, activator, plate reader | activation, % at 9.35 µM | actives 1.2% (n = 300,000); in the data active = activation above about 30%, passing the limit was not always enough;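 also: 0% = neutral control wells and 100% = positive control wells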
phage Ecoli inh = E. coli growth loss with phage present; inhibition, % at 11.9 µM; actives 0.26% (n = 360,000); growth absorbance; AID 651602; in the data active = inhibition above about 11%
DAGLB inhibitor = diacylglycerol lipase beta (human) inhibition; Q8NCG7; HEK293T DAGLB membrane lysate, EnzChek fluorogenic substrate; actives 0.059% (n = 340,000); AID 504411; inhibition, % at 5.17 µM; in the data active = inhibition above about 34%;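 also: 0% = enzyme with vehicle and 100% = wells lacking enzyme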
Target sequence (Q8NCG7 whole entry, looked up): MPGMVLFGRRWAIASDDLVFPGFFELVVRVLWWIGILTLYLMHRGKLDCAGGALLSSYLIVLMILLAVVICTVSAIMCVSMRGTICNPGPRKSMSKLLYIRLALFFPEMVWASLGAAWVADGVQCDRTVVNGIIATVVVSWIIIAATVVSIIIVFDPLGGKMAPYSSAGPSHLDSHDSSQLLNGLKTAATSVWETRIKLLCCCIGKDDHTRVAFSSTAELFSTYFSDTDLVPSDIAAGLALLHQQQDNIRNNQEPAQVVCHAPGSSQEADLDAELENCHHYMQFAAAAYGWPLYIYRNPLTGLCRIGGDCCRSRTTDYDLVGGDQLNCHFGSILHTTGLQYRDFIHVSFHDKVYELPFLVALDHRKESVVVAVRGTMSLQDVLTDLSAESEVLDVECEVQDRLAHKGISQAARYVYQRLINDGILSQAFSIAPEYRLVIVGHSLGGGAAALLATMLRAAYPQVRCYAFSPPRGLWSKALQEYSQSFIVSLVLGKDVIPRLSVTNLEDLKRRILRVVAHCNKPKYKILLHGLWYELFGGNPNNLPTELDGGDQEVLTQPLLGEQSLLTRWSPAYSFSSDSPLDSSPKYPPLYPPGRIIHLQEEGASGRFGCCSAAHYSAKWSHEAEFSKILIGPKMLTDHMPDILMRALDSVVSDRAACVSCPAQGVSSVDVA
PvdQ acylase = blocks Pseudomonas aeruginosa PvdQ acylase activity | inhibition, % at 10 µM | actives 0.063% (n = 340,000) | AID 488965 | purified PvdQ acylase, fluorescence plate reader; in the data active = inhibition above about 30%, passing the limit was not always enough;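 also: 0% = vehicle neutral wells and 100% = reference inhibitor wells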
CAL PDZ FP = human CAL PDZ-peptide interaction inhibition. Q9HD26. purified CAL PDZ, TMR-peptide fluorescence polarization, 1 h. AID 504414. inhibition, % at 20 µM. actives 0.02% (n = 330,000);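 active = highest replicate inhibition of at least 40%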;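 also: plate controls were DMSO neutral control wells for no effect and unlabeled competitor peptide control wells for full effect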
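System: purified tagged CAL PDZ domain construct (CerCALP). Schedule: 1 h incubation at room temperature before polarization reading. Medium: 25 mM sodium phosphate pH 7.4, 150 mM NaCl, TCEP, IgG, Thesit. Read-out: percent inhibition from loss of millipolarization. Measured by: FP readout, S and P plane fluorescence. Probe or stimulus: fluorescent TMR peptide probe.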
Tat export inh = E. coli Tat transport inhibition; AID 488895; inhibition, % at 10 µM; actives 0.036% (n = 340,000); E. coli MC4100 TorA-mCherry Tat export, fluorescence;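 active = mean replicate inhibition at least 50% and at least half of replicates individually reaching 50%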;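 also: exported cargo escapes ClpAP degradation while cytoplasmic cargo is degraded and loses fluorescence; 0% = median of neutral control wells and 100% = median of NaSCN control wells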
E coli growth = reduces bacterial viability in AddAB counter-screen; E. coli V3065 growth, OD600 absorbance, 18 h; inhibition, % at 11.9 µM; actives 0.27% (n = 330,000);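 active = inhibition above the campaign's mean inhibition across all tested compounds plus 3 SD, cut at about 9.9% in these data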;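 also: uninfected addAB+ strain grown without phage in ampicillin broth; 0% = DMSO wells and 100% = ciprofloxacin 0.95 µg/ml wells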
PfHsp90 yeast 2 = reduces growth (ATP signal) of yeast expressing P. falciparum Hsp90; inhibition, % at 9.4 µM; actives 0.32% (n = 310,000); AID 504621; S. cerevisiae expressing PfHsp90, BacTiter-Glo ATP, 48 h; yeast lacking PDR1 and PDR3 efflux regulators;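 active = every replicate shows inhibition above about 80%, whatever the replicate mean, limit read from the data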;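 also: 0% = DMSO neutral controls and 100% = 20 µM radicicol positive controls; yeast relying on Plasmodium falciparum Hsp90 in place of its own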
* = called active by the depositor; x = not tested or not shown; & = joins results of further samples.

(1) Cc1nn(-c2ccc([N+](=O)[O-])cc2)c2c1C(c1ccc(OC(F)F)cc1)N1C(=N2)C(=O)Nc2ccccc21 (stereo unspecified)
(2) CC(=O)Nc1ccc(-c2csc(NCc3ccccc3)n2)cc1
(3) CC(C)NC(=O)C1CCN(C2CCN(C(=O)C3=CCCC3)CC2)CC1
(4) COC(c1ccccc1)c1nnc(CCC(=O)N2CCCCCCC2)o1 (stereo unspecified)
(5) CCc1ccc(/C=C2\SC(=S)N(CCC(=O)N3CCN(C)CC3)C2=O)cc1
(6) CCOC(=O)COc1ccc(S(=O)(=O)NCc2cccnc2)cc1
(7) COc1ccc(Cl)cc1NC(=O)CSc1nnc(Cn2c(=O)sc3ccccc32)n1C
(8) CC(=O)NCCc1ccc(S(=O)(=O)N2CCN(c3nc(-c4ccccc4)c(C)s3)CC2)cc1
compound no.	1	2	3	4	5	6	7	8
Rtt109 Vps75	1	11	3	-7	0	x	-7	5
AddAB inh	4.0	1.8	3.9	-0.3	-3.5	1.1	4.4	-2.1
Wnt act	-3	6	-3	12	-5	-2	-3	0
phage Ecoli inh	3.2	2.3	1.9	3.6	3.0	1.3	2.6	-0.2
DAGLB inhibitor	-1	2	0	-1	-2	-2	-2	3
PvdQ acylase	-3	-9	-14	-8	6	-14	-3	-4
CAL PDZ FP	0.1	1.0	-2.2	-2.1	-4.0	-1.2	0.5	0.8
Tat export inh	-2	-2	1	3	-2	-5	-10	6
E coli growth	4.4	2.0	-0.9	-0.8	-2.6	-2.3	0.7	-0.9
PfHsp90 yeast 2	-13	4	6	2	20	20	4	-28

(9) Cc1ccc2cccc(S(=O)(=O)n3nc(C)cc3C)c2n1
(10) Cc1ccc(-c2nc(CS(=O)(=O)CC(=O)Nc3cc(F)ccc3F)c(C)o2)cc1
(11) O=C(O)CN1C(=O)COc2cc(S(=O)(=O)N3CCCC3)ccc21
(12) Cn1ncc2c(=O)[nH]nnc21
(13) Cc1ccc(NC(=O)Cn2cnc3c(=O)n(C)c(=O)n(C)c32)c(C)c1
(14) COc1ccc(NC(=O)C2CCOC2=O)cc1 (stereo unspecified)
(15) O=S(=O)(c1cccc(F)c1)N1CCN(c2nc(-c3cccnc3)nc3ccccc23)CC1
(16) Cc1cc(=O)oc2cc(OC(C)C(=O)NCC3CCCO3)ccc12 (stereo unspecified)
compound no.	9	10	11	12	13	14	15	16
Rtt109 Vps75	6	4	-1	0	3	-5	3	-7
AddAB inh	2.6	0.8	1.4	x	3.0	2.1	1.2	-1.2
Wnt act	x	0	2	-4	-1	3	-3	-2
phage Ecoli inh	-0.6	2.7	1.8	2.7	2.9	1.9	3.1	2.3
DAGLB inhibitor	-6	-4	-1	-2	-2	-2	-3	2
PvdQ acylase	-14	2	-16	-12	-13	-13	-12	6
CAL PDZ FP	-0.1	-0.6	0.5	-0.6	x	0.4	-1.9	-0.5
Tat export inh	6	-5	12	-6	-11	-1	-1	-2
E coli growth	0.0	0.4	0.2	x	-0.3	1.4	1.6	3.4
PfHsp90 yeast 2	x	-1	x	0	9	-29	-26	11

(17) CCOC(=O)C1=C(C)OC(N)=C(C#N)C1c1cc(OC)c2c(c1)OCO2 (stereo unspecified)
(18) C#CCSc1n[nH]c(-c2ccco2)n1
(19) COc1ccccc1CN(C)C(C)C(=O)Nc1cccc(C(C)=O)c1 (stereo unspecified)
(20) Nc1nnc(SCC(=O)NNC(=O)c2ccccc2F)s1
(21) O=C(NCCc1ccc(Cl)cc1)c1ccc2nccnc2c1
(22) COc1ccc(CN=C2Nc3ccccc3CS2)cc1
(23) CCOc1ccccc1NC(=O)c1cccnc1
(24) O=C(c1ccco1)N1CCN(C(c2ccccn2)c2nnnn2C2CCCC2)CC1 (stereo unspecified)
compound no.	17	18	19	20	21	22	23	24
Rtt109 Vps75	0	-1	4	4	7	11	2	4
AddAB inh	1.3	-0.2	4.8	-0.8	-0.1	0.9	5.7	-0.6
Wnt act	x	1	0	-1	25	x	x	x
phage Ecoli inh	3.9	4.6	1.7	3.3	1.7	2.2	2.2	2.5
DAGLB inhibitor	-1	0	-4	2	0	-1	2	-1
PvdQ acylase	-11	9	-5	-17	-15	13	-9	-2
CAL PDZ FP	-1.1	0.3	-1.5	-0.7	-3.3	-1.2	-1.5	1.0
Tat export inh	1	-2	-4	6	-5	-13	-5	-3
E coli growth	-0.5	-0.8	-1.5	-1.8	0.8	0.6	0.9	-0.6
PfHsp90 yeast 2	15	13	-22	1	10	4	-9	-11

(25) CNC(=O)CSc1nnnn1CCCOC
(26) COc1ccc2c(C#CCCO)c(-c3ccc(S(C)(=O)=O)cc3)sc2c1
(27) Cc1ccc(NC(=O)COC(=O)Cc2csc(-c3cccc(F)c3)n2)cc1C
(28) CC1CCN(CC(=O)c2c[nH]c3ccccc23)CC1
(29) Cc1cc(NS(=O)(=O)c2ccc(NC(=O)CCCOc3ccc(Cl)cc3)cc2)no1
(30) Cn1ncc2c(NNC(=O)c3ccccc3Cl)ncnc21
(31) Cc1onc(-c2c(Cl)cccc2Cl)c1C(=O)NCc1ccccn1
(32) C/C(=C\C(=O)c1c(O)cc(C)oc1=O)N(C)C
compound no.	25	26	27	28	29	30	31	32
Rtt109 Vps75	0	-6	0	-6	4	-2	-3	2
AddAB inh	3.3	-1.4	-0.2	-0.5	2.2	-0.7	1.4	-0.2
Wnt act	x	-4	-2	-2	0	0	x	-1
phage Ecoli inh	2.3	1.1	1.0	4.6	3.7	0.9	1.1	4.8
DAGLB inhibitor	-2	-5	-7	0	6	-2	-5	x
PvdQ acylase	-7	-37	-5	8	-8	-12	-14	-5
CAL PDZ FP	-0.4	-1.7	-0.5	-0.5	-1.3	-0.7	-1.4	-0.3
Tat export inh	-3	16	6	1	-8	-2	-3	-5
E coli growth	-0.5	-1.3	-2.1	-0.8	-0.1	-2.6	-1.3	2.1
PfHsp90 yeast 2	4	x	18	-30	10	-15	14	26

(33) COc1cc(CC(=O)OCC(=O)N(C)C2CCCCC2)cc(OC)c1OC
(34) Cc1cc(Cl)ccc1NC(=S)NCCc1ccc(S(N)(=O)=O)cc1
(35) O=C(CCC1CCCCC1)Nc1nncs1
(36) Cc1[nH]n(-c2ccccc2)c(=O)c1CCO
(37) CN(C(=O)c1ccc(OC2CCN(Cc3ccccn3)CC2)cc1)C1CCCCC1
(38) C[C@H](O)Cc1cn(-c2cc3cc(C#Cc4ccsc4)ccc3oc2=O)nn1
(39) CC1COc2ccccc2N1C(=O)c1ccc(Cl)nc1 (stereo unspecified)
(40) O=C(Nc1ccccc1SCC1CSc2nc3ccccc3c(=O)n21)c1cccc(Cl)c1 (stereo unspecified)
compound no.	33	34	35	36	37	38	39	40
Rtt109 Vps75	0	4	3	4	-20	2	26	6
AddAB inh	-0.3	-0.6	2.7	-1.5	-1.8	1.6	2.0	4.1
Wnt act	-3	-3	0	0	-2	-4	-1	-6
phage Ecoli inh	2.1	0.2	-0.5	2.1	-0.4	2.8	3.2	-0.5
DAGLB inhibitor	-1	1	-1	-2	1	0	1	-3
PvdQ acylase	-5	-26	-5	-15	-18	6	2	-9
CAL PDZ FP	-0.8	-0.8	3.9	-0.1	-0.6	0.3	-2.0	-1.5
Tat export inh	8	7	1	2	0	-3	1	5
E coli growth	-0.9	-3.5	-1.9	1.9	0.7	-0.9	0.4	0.7
PfHsp90 yeast 2	-12	-24	9	-7	8	-12	-1	x

(41) Cn1nnnc1SCCNC(=O)C1CCC(=O)N(Cc2ccccc2F)C1 (stereo unspecified)
(42) CCN1CCN(CCCOc2ccc(Cl)cc2Br)CC1
(43) CCCN1C(=O)c2cc(C(=O)Nc3ccccc3C)ccc2C1Nc1ccccc1C (stereo unspecified)
(44) Cc1cc2ccccc2c(=O)n1CC(=O)NCC(=O)N1CCCC1
(45) CCN1C[C@@H]2[C@@H]3C(=O)N(Cc4ccccc4)C(=O)[C@@H]3[C@](Cc3ccccc3)(C1=O)N2C(=O)c1ccc(Br)cc1
(46) O=S(=O)(Nc1ccccc1OC(F)F)c1ccc(S(=O)(=O)N2CCCC2)cc1
(47) O=C(O)c1cc(S(=O)(=O)O)ccc1O
(48) O=C(O)c1ccc2c(c1)C(=O)/C(=C\c1ccco1)C2=O
compound no.	41	42	43	44	45	46	47	48
Rtt109 Vps75	-3	13	21	3	1	-11	9	-3
AddAB inh	2.1	4.0	0.5	2.6	x	0.3	-0.2	0.6
Wnt act	0	-8	-1	-3	-3	-1	0	-3
phage Ecoli inh	-0.8	0.4	2.5	2.2	2.7	2.4	-1.7	1.9
DAGLB inhibitor	-1	0	2	-2	-2	4	-1	3
PvdQ acylase	-15	8	13	-3	-15	-4	-8	-3
CAL PDZ FP	-1.6	-1.4	-2.0	-0.4	-0.6	-1.3	x	-3.7
Tat export inh	-10	-3	5	-7	-12	4	-3	5
E coli growth	3.7	1.7	0.8	-0.3	x	1.1	-1.8	-0.2
PfHsp90 yeast 2	21	13	1	10	11	x	-4	-4

(49) O=C(NC1CCCCC1)N1CCc2ccccc21
(50) CC(C)C(=O)Nc1ccc(NC(=O)c2cccc(F)c2)cn1
(51) COc1ccc(NC(=O)N(C)C[C@@H]2Oc3c(NC(=O)Nc4c(C)noc4C)cccc3C(=O)N([C@@H](C)CO)C[C@@H]2C)cc1
(52) CCN(CC)CC(O)COc1ccccc1C(=O)CCc1ccccc1 (stereo unspecified)
(53) CCN(C(=O)COC(=O)c1c(NC(C)=O)sc(C)c1C)C1CCS(=O)(=O)C1 (stereo unspecified)
(54) CC(=O)OCCN1C(=O)c2cccnc2C1=O
(55) COC(=O)Nc1c(-c2ccccc2)nc2ccc(Cl)cn12
(56) CCN(CC)CCNc1ccc(CO)c2sc3ccccc3c(=O)c12
(57) COc1cccc(N2CCN(S(=O)(=O)c3ccc4nc(-c5ccccc5)[nH]c4c3)CC2)c1
(58) Cc1ccc(-n2c(C)cc(/C=N\NC(=O)CC(=O)NC(C)C)c2C)cc1
(59) CC(C)n1c(N2CCN(S(=O)(=O)c3cccc([N+](=O)[O-])c3)CC2)nc2ccccc21
compound no.	49	50	51	52	53	54	55	56	57	58	59
Rtt109 Vps75	-19	1	6	5	-9	-9	2	19	-8	7	-1
AddAB inh	2.2	1.3	3.4	-1.4	2.7	2.2	1.5	0.9	5.3	3.0	1.7
Wnt act	-1	15	-1	1	x	x	0	1&15	-2	-3	0
phage Ecoli inh	2.0	1.8	7.5	-0.2	2.5	2.1	-0.8	1.6	1.3	2.5	0.0
DAGLB inhibitor	-4	-1	0	0	-3	2	-1	4	-2	0	-5
PvdQ acylase	-12	-7	-13	-9	-5	-14	-13	-3	2	8	8
CAL PDZ FP	-0.2	-1.6	-1.8	-2.5	-2.1	-1.6	-2.3	0.9	x	-1.7	-1.6
Tat export inh	2	-3	8	6	0	20	-6	-6	-14	0	-2
E coli growth	-2.3	0.3	0.4	-0.2	-0.5	-2.1	-3.4	-0.3	0.5	1.0	0.0
PfHsp90 yeast 2	9	-13	-5	24	27	10	-17	18	-20	16	-9

In the list so far, these have a thiophene ring, fused or not:
(26) COc1ccc2c(C#CCCO)c(-c3ccc(S(C)(=O)=O)cc3)sc2c1
(38) C[C@H](O)Cc1cn(-c2cc3cc(C#Cc4ccsc4)ccc3oc2=O)nn1
(53) CCN(C(=O)COC(=O)c1c(NC(C)=O)sc(C)c1C)C1CCS(=O)(=O)C1 (stereo unspecified)
compound no.	26	38	53
Rtt109 Vps75	-6	2	-9
AddAB inh	-1.4	1.6	2.7
Wnt act	-4	-4	x
phage Ecoli inh	1.1	2.8	2.5
DAGLB inhibitor	-5	0	-3
PvdQ acylase	-37	6	-5
CAL PDZ FP	-1.7	0.3	-2.1
Tat export inh	16	-3	0
E coli growth	-1.3	-0.9	-0.5
PfHsp90 yeast 2	x	-12	27

Compound activity from PubChem BioAssay.
